# Screening results from PubChem.
# Glioma ERSR ind: induces the endoplasmic reticulum stress response in human glioma cells | Potency, µM, without a hit: top-dose activation, actives largely listed as activators | U87-MG GRP78 promoter luciferase reporter, 16 h | actives 0.02% (n = 420,000); also: series mostly up to about 76 µM; % of control where 0% means no effect; nearly all actives have a fitted effect of over 35% in size
#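 Stably transfected U87-MG glioma cells carrying a GRP78-based luciferase sensor; 16 h compound incubation. Luminescence end-point read 10 min after Bright-Glo addition at room temperature.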
# Vif-APOBEC3G blk: Vif-A3G binding inhibition; Q9HC16; HeLa A3G-eYFP + Vif (tagged APOBEC3G with the HIV-1 protein that degrades it), YFP fluorescence, overnight; Potency, µM (highest dose often 46.1 µM), without a hit: top-dose activity, negative = active, actives largely listed as inhibitors; actives 0.076% (n = 410,000); AID 602310;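 also: % is scaled to controls: 0 for no effect and ±100 for the full control effect; nearly all actives have a fitted effect of over 60% in size; hits raise eYFP signal because A3G escapes Vif-driven loss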
# Target sequence (Q9HC16 whole entry, looked up): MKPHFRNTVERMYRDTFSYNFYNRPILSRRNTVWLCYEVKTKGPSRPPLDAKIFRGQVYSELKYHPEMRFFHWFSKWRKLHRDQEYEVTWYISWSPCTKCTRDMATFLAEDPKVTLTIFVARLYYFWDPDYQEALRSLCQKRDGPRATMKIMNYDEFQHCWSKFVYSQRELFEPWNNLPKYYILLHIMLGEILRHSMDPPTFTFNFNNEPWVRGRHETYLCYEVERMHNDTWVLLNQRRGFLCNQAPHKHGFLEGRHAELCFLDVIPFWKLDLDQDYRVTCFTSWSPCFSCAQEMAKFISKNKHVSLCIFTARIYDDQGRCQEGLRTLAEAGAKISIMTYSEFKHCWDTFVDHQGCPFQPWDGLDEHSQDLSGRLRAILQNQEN
#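 HeLa cells stably expressing Vif and C-terminally eYFP-tagged A3G, seeded overnight at 37 deg C, then exposed to compound by pintool overnight at 37 deg C. Rise in yellow fluorescence (Ex 488/Em 500-530, Acumen) marks blocked Vif-driven A3G degradation.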
# RGS4 inh: inhibitors of human regulator of G protein signaling 4; P49798; Transcreener GDP fluorescence polarization, RGS4-accelerated GTP hydrolysis; Potency, µM (top dose mostly 114 µM), for inactives: top-dose activity change, negative = inhibition, most hits filed as inhibitors; actives 0.039% (n = 390,000); AID 504845; also: % is scaled to controls: 0 for no effect and ±100 for the full control effect; nearly all actives have a fitted effect of over 75% in size; some results filed as inactive show a strong effect at the top dose
# Target sequence (P49798 whole entry, looked up): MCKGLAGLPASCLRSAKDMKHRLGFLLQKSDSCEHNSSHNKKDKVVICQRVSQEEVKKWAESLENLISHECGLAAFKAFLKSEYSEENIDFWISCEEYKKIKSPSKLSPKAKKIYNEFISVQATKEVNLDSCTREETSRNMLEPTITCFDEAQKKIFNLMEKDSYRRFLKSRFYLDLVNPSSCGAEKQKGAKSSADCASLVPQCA
#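 MLSMR compounds (23 nl, pin-transferred) preincubated 10 min at room temperature with a 500nM (2x) first reagent, then RGS4 at 900nM (2x) plus Transcreener GDP mix added; fluorescence polarization (620/688 nm) read before and after 90 min at 30 °C.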
# The depositor's hits bear a star; ? = inconclusive; & = joins results of further samples. Calls follow the shape of the dose curve; as a rule, active = well fitted curve in the direction sought with a large enough effect; inconclusive = small, poorly fitted or top-dose-only effect, or another doubt; inactive = no such curve, though single readings can be large; an effect the other way counts as inactive or inconclusive. Potency is read from the fitted curve at half-maximal effect.
SMILES,Glioma ERSR ind,Vif-APOBEC3G blk,RGS4 inh
C=C1CCN(C(C(=O)NCc2ccc(Cl)c(Cl)c2)C(C)C)S(=O)(=O)c2ccccc21 (stereo unspecified),-3%,2%,13%
COc1ccc(C2/C=C\CN(C(=O)c3ccc(C)cc3)C(C)C(=O)N2Cc2ccc(F)cc2)cc1 (stereo unspecified),-5%,2%,-29%
C=C1CCN(C(C)C(=O)OCc2cccc(C)c2)S(=O)(=O)c2ccccc21 (stereo unspecified),-5%,0%,10%
CCC1CC=CC2C1C(=O)N(Cc1ccccc1)C2c1ccc(OC)c(Cl)c1 (stereo unspecified),-3%,-2%,14%
O=S1(=O)C2CC3OC2(CC3c2ccc(F)cc2)CN1Cc1ccc(Cl)cc1 (stereo unspecified),-2%,-1%,-6%
O=C(Nc1ccc(O)c2c(=O)cc(-c3ccccc3Cl)oc12)c1cc(Cl)cc(Cl)c1,-3%,2%,-7%
CCCC[C@H]1CCCO[C@@](C(=O)NCc2cc(C)n(C)n2)(C(F)(F)F)C1,-5%,3%,-11%
O=C1C[C@H](c2ccccc2Cl)N1S(=O)(=O)c1ccccc1[N+](=O)[O-],-5%,-3%,-14%
CCCN1CCC(=O)N(C(CSc2ccc(C)cc2)Cc2ccccc2)CC1 (stereo unspecified),-4%,4%,11%
O=S1(=O)C2CC3C=CC2(O3)C(O)C(Cc2ccccc2)N1Cc1cccc(F)c1 (stereo unspecified),-4%,-1%,-5%
COc1ccc(C2CC(c3ccccc3)Oc3c(C)ccc(C(C)C)c32)cc1 (stereo unspecified),-6%&-5%,-3%&-1%,0%&15%
COc1ccc(/C=C/c2ccccc2)cc1C1C2C=CCC(C)C2C(=O)N1Cc1ccccc1 (stereo unspecified),-4%,-5%,-5%
CC(C)CC(CSc1ccc(Br)cc1)N1CCN(CC(C)C)CCC1=O (stereo unspecified),9%,-1%,-5%
CN(C)/[N+]([O-])=N/Oc1cc(ON=[N+]([O-])N2CCN(c3ncccn3)CC2)c([N+](=O)[O-])cc1[N+](=O)[O-],2%,0%,-39%
CCN(CC)CCC(c1ccc(N(C)C)cc1)c1c(OC)cc(OC)c2c1OC(=O)CC2c1ccc(OC)cc1 (stereo unspecified),-2%,-1%,-13%
C/C=C/C(=O)[C@@H](C)[C@@H](/C=C/C[Si](C)(C)C)C(C)C,-4%,1%,-2%
COC(=O)CCN(Cc1ccco1)S(=O)(=O)c1ccc(F)cc1Br,-3%,-2%,-8%
CC(=O)OCC(NC(=O)C1CCCN1C(=O)OC(C)(C)C)C1OC(n2cc(F)c(=O)[nH]c2=O)C(OC(C)=O)C1OC(C)=O (stereo unspecified),-5%,-2%,20%
CCN(CC)CCC(c1cc(OC)c(OC)c(OC)c1)c1c(OC)cc(OC)c2c1OC(=O)CC2c1ccc(N(C)C)cc1 (stereo unspecified),-5%,4%,12%
COc1ccc(SCCN2CCN(CCc3ccccc3)CCC2=O)cc1,-10%,?,?
C/C=C1\COC(C(=O)NCc2cccc(OC)c2OC)(C(F)(F)F)C=C1C=C(C)C (stereo unspecified),-4%,1%,22%
COC(=O)C1=C[C@@H](C(=O)OC)[C@@H]2C3=C(C(=O)C2(C)C)[C@H](C)n2c(=O)n(C)c(=O)n2[C@@H]3C1,-2%,-1%,-2%
C/C=C1\COC(C(=O)NCCN2CCOCC2)(C(F)(F)F)C=C1C=C1CCCCC1 (stereo unspecified),-3%,0%,7%
O=S1(=O)C2CC3C=CC2(CN1Cc1cccc(F)c1)O3 (stereo unspecified),-5%,-3%,-2%
CCC1CC=CC2C1C(=O)N(Cc1ccccc1)C2c1ccc(C(F)(F)F)cc1 (stereo unspecified),-2%,5%,-32%
O=C1C2C(c3ccccc3)CC=CC2C(c2ccc3ccccc3c2)N1Cc1ccccc1 (stereo unspecified),?,2%,-15%
C[C@@H]1C(=O)N(S(=O)(=O)c2ccc([N+](=O)[O-])cc2)[C@H]1c1ccc(F)cc1,-2%,-2%,-21%
CC(C)(C)OC(=O)NS(=O)(=O)Nc1ccccc1Br,-6%,-3%,-17%
CCc1c2c(nc3ccc(OC)cc13)-c1nc3ccccc3c(=O)n1C2,-11%,1%,11%
COc1ccc(-c2cccc(C3C4C=CCCC4(C)C(=O)N3Cc3ccccc3)c2)cc1 (stereo unspecified),16%,-9%,-25%

# Full records, looked up by structure:
# O=S1(=O)C2CC3C=CC2(CN1Cc1cccc(F)c1)O3 (stereo unspecified) in the list: Glioma ERSR ind: -5%; Vif-APOBEC3G blk: -3%; RGS4 inh: -2%
# CC(=O)OCC(NC(=O)C1CCCN1C(=O)OC(C)(C)C)C1OC(n2cc(F)c(=O)[nH]c2=O)C(OC(C)=O)C1OC(C)=O (stereo unspecified) in the list: Glioma ERSR ind: -5%; Vif-APOBEC3G blk: -2%; RGS4 inh: 20%

# (listing goes on)
SMILES,Glioma ERSR ind,Vif-APOBEC3G blk,RGS4 inh
CCC1(CC)C(=O)C2=C3C1[C@H](C(=O)OC)CC(C(=O)OC)C[C@H]3[C@H]1C(=O)N(C)C(=O)[C@H]1[C@H]2C (stereo partly specified),-5%,-2%,13%
Cc1cc2c(c(C)c1Cl)C(c1ccc3c(c1)OCO3)CC(c1ccccc1)O2 (stereo unspecified),-5%&-6%,1%&1%,-14%&-19%
COc1cc(C(CCN2CCCC2)c2c(OC)cc(OC)c3c2OC(=O)CC3c2ccc(N(C)C)cc2)cc(OC)c1OC (stereo unspecified),-4%,1%,-24%
COCCNC(=O)C1(C(F)(F)F)C/C(=C/CCO)CCCO1 (stereo unspecified),-2%,4%,17%
COc1ccc(-c2ccc(OC)c(C3C4C=CCCC4(C)C(=O)N3Cc3ccccc3)c2)cc1 (stereo unspecified),-4%,-4%,-2%
CC(=O)Nc1ccc(SCC(c2ccccc2)N2CCN(C)CCC2=O)cc1 (stereo unspecified),-2%,-1%,-15%
COC(=O)C1C[C@@H]2C3=C(C(=O)[C@@](C)(NC(=O)c4ccccc4)C3[C@H](C(=O)OC)C1)[C@H](C)n1c(=O)n(-c3ccccc3)c(=O)n12 (stereo partly specified),-3%,3%,-5%
O=S(=O)(NCCc1ccccc1)c1ccccc1Br,-4%,2%,-21%
CCCC[C@@H]1CCCO[C@@](C(=O)NCc2ccccc2)(C(F)(F)F)C1,-2%,1%,-3%
Cc1ccc(-c2c(C3C4C=CCC(C)C4C(=O)N3Cc3ccccc3)ccc3ccccc23)cc1 (stereo unspecified),-5%,-6%,-33%
COc1ccc(C2/C=C\CN([S+](=O)([O-])c3ccc4ccccc4c3)C(C)C(=O)N2Cc2ccc(F)cc2)cc1 (stereo unspecified),-6%,-2%,17%
Cc1cn(C2CC3OCC(NC(=O)C4CCCN4C(=O)OC(C)(C)C)C3O2)c(=O)[nH]c1=O (stereo unspecified),-2%,0%,3%
CC(=O)Nc1ccn(C2OC(C(COC(C)=O)NC(=O)C(Cc3ccccc3)NC(=O)OC(C)(C)C)C(OC(C)=O)C2OC(C)=O)c(=O)n1 (stereo unspecified),-5%,-5%,-11%
CCCN1CCC(=O)N(C(CSc2ccc(Br)cc2)CC(C)C)CC1 (stereo unspecified),-4%,?,-12%
CCC(C)C(NC(=O)OC(C)(C)C)C(=O)NC1COC2CC(n3cc(F)c(=O)[nH]c3=O)OC12 (stereo unspecified),-6%,2%,-4%
O=C(NCc1ccccc1)[C@]1(C(F)(F)F)C[C@H](CCCO)CCCO1,-1%,0%,18%
CN1CCC(=O)N(C(CSc2ccc(Br)cc2)c2ccccc2)CC1 (stereo unspecified),0%,0%,5%
COc1ccc(C2CC(c3ccccc3)Oc3ccc(OC)cc32)cc1 (stereo unspecified),-4%&6%,2%&2%,2%&-6%
COc1ccc(-c2ccc(C)cc2)cc1C1C2C=CCC(C)C2C(=O)N1Cc1ccccc1 (stereo unspecified),-5%,-2%,5%
CC(C)(C)OC(=O)NC(Cc1ccccc1)C(=O)NC1COC2CC(n3cc(F)c(=O)[nH]c3=O)OC12 (stereo unspecified),-5%,3%,6%
COc1ccc(C2CC(O)(c3ccccc3)Oc3cc(C)c(Cl)c(C)c32)cc1 (stereo unspecified),6%,-11%,-6%
COc1ccc(C2/C=C\CN(CC3CCCCC3)C(Cc3ccccc3)C(=O)N2Cc2ccc(F)cc2)cc1 (stereo unspecified),-5%,-2%,-7%
CCCC[C@@H]1CCCO[C@@](C(=O)NCCN2CCOCC2)(C(F)(F)F)C1,-4%,-1%,6%
CCOc1ccc(N(C(=O)OC(C)(C)C)C(=O)c2ccc(O[Si](C)(C)C(C)(C)C)cc2)c(I)c1,-1%,-5%,-7%
CC(=O)Nc1ccc(SCC(c2ccccc2)N2CCN(CC(C)C)CCC2=O)cc1 (stereo unspecified),0%,-2%,-24%
CC(=O)Nc1ccn(C2OC(C(COC(C)=O)NC(=O)C(CCCCNC(=O)OCc3ccccc3)NC(=O)OC(C)(C)C)C(OC(C)=O)C2OC(C)=O)c(=O)n1 (stereo unspecified),-2%,1%,31%
O=S1(=O)NCC23CCC(CC21)O3 (stereo unspecified),-2%,-1%,-1%
CC1CC=CC2C1C(=O)N(Cc1ccccc1)C2c1ccc2ccccc2c1-c1ccc(N(C)C)cc1 (stereo unspecified),-4%,-4%,-5%
COc1ccc(-c2ccc(C3C4C=CCCC4(C)C(=O)N3Cc3ccccc3)c(F)c2)cc1 (stereo unspecified),-4%,2%,-12%
COC(=O)C1=C[C@@H](C(=O)OC)[C@@H]2C3=C(C(=O)[C@@]2(C)NC(=O)c2ccccc2)[C@H](C)[C@@H]2C(=O)N(c4ccccc4)C(=O)[C@@H]2[C@@H]3C1,-3%,-2%,23%
CCOC(=O)N1CCN([N+]([O-])=NOc2cc(O/N=[N+](\[O-])N(CC)CC)c([N+](=O)[O-])cc2[N+](=O)[O-])CC1,0%,3%,-12%
COc1cccc(COCCN2CCN(S(=O)(=O)c3ccccc3)CCC2=O)c1,-3%,1%,10%
COC(=O)c1ccc(-c2ccc(OC)c(C3C4C=CCC(C)C4C(=O)N3Cc3ccccc3)c2)cc1 (stereo unspecified),-6%,-2%,-5%
COC(=O)CCc1ccccc1S(=O)(=O)N(CCC(=O)OC)Cc1ccccc1,-3%,?,-18%
COc1ccc(C2C3C=CCC(C)C3C(=O)N2Cc2ccccc2)cc1Cl (stereo unspecified),9%,-5%,-23%
CC(=O)OCC(NC(=O)C(Cc1ccccc1)NC(=O)OC(C)(C)C)C1OC(n2ccc(=O)[nH]c2=O)C(OC(C)=O)C1OC(C)=O (stereo unspecified),-3%,3%,-5%
O=C1CCN(CCc2ccccc2)CCN1C(CSc1ccc(Br)cc1)c1ccccc1 (stereo unspecified),0%,0%,-23%
CC(=O)Nc1ccc(SCC(CC(C)C)N2CCN(CC(C)C)CCC2=O)cc1 (stereo unspecified),-2%,-3%,-36%
CC12CCC=CC1C(c1cccc(Br)c1)N(Cc1ccccc1)C2=O (stereo unspecified),?,-6%,?
CNC(=O)[C@]1(C(F)(F)F)C[C@H](CCC2CCCCC2)CCCO1,-3%,2%,-17%
Cc1ccc(F)c(C2C3C=CCCC3(C)C(=O)N2Cc2ccccc2)c1 (stereo unspecified),-2%,-12%,1%
CCCCCCc1ccc(C(=O)CCN(C)C)cc1,16%,-4%,?

# Of the compounds above, eight contain bromine:
SMILES,Glioma ERSR ind,Vif-APOBEC3G blk,RGS4 inh
CC(C)CC(CSc1ccc(Br)cc1)N1CCN(CC(C)C)CCC1=O (stereo unspecified),9%,-1%,-5%
COC(=O)CCN(Cc1ccco1)S(=O)(=O)c1ccc(F)cc1Br,-3%,-2%,-8%
CC(C)(C)OC(=O)NS(=O)(=O)Nc1ccccc1Br,-6%,-3%,-17%
O=S(=O)(NCCc1ccccc1)c1ccccc1Br,-4%,2%,-21%
CCCN1CCC(=O)N(C(CSc2ccc(Br)cc2)CC(C)C)CC1 (stereo unspecified),-4%,?,-12%
CN1CCC(=O)N(C(CSc2ccc(Br)cc2)c2ccccc2)CC1 (stereo unspecified),0%,0%,5%
O=C1CCN(CCc2ccccc2)CCN1C(CSc1ccc(Br)cc1)c1ccccc1 (stereo unspecified),0%,0%,-23%
CC12CCC=CC1C(c1cccc(Br)c1)N(Cc1ccccc1)C2=O (stereo unspecified),?,-6%,?

# This is a subset; count on the stated rates, not on these rows.
